LYP inhibition – LYP phosphatase inhibitors, primary screen, biochemical, DiFMUP fluorescence, recombinant catalytic domain, 10 µM (AID 606); 52,000 tested, under 10 active; inhibition, % at 10 µM, or IC50 in µM where a hit was titrated; Tyrosine-protein phosphatase non-receptor type 22 (Homo sapiens); recombinant LYP catalytic domain, DiFMUP fluorescence; higher % means a stronger effect;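 active = IC50 under 40 µM in the dose-response test; inactive = IC50 of 40 µM or more, or never dose-tested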
HT1080 cytotoxicity – cytotoxicity in HT1080 fibrosarcoma cells, cell-based, fluorescence readout (AID 620); HT1080 viability, fluorescence; higher % means a stronger effect; cytotoxicity, % at 10 µM, or EC50 in µM where a hit was titrated; 0.42% of 87,000 active;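 note: cells exposed to compound overnight then 4 h with Alamar Blue; 0% = vehicle DMSO and 100% = killing control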
Alkaline phosphatase – human TNAP enzyme inhibitors, biochemical, luminescent (AID 518); Alkaline phosphatase, tissue-nonspecific isozyme (Homo sapiens); purified TNAP enzyme, luminescent substrate readout; higher % means a stronger effect; one-dose inhibition, % at 20 µM; IC50 in µM for titrated hits; 0.09% of 64,000 active; in the data active = a potency from the dose series; inactive = the rest, 99 in 100 with inhibition below about 22%;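 note: plate controls were vehicle for no effect and reference inhibitor for full effect; many of its hits are not listed in these tables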
KRASV12 cytotoxicity – cytotoxicity in KRAS-transformed pancreatic duct cells, primary screen, cell-based, fluorescence, HTS (AID 431). HPDE-C7K KRASV12 cells, Alamar Blue viability, 48 h; higher % means a stronger effect. cytotoxicity, % at 10 µM, or EC50 in µM where a hit was titrated. 1.7% of 63,000 active;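 active = compounds whose percent cytotoxicity in the single-dose primary screen, scaled between solvent and toxic-drug controls, exceeds 50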;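 note: 0% = DMSO solvent wells and 100% = doxorubicin-treated wells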
DPM-DC inhibit – S. pneumoniae DPM-DC inhibitors, primary screen, biochemical, PK/LDH-coupled NADH fluorescence. AID 556, 2006. purified DPM-DC. 0.49% of 65,000 active. diphosphomevalonate decarboxylase (Streptococcus pneumoniae D39). calls only at 10 µM;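 active = the 320 compounds with the highest percent inhibition in the single-dose primary screen, excluding strongly autofluorescent ones, cut at about 32% in these data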;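 note: kinetic rate of NADH fluorescence loss reporting ADP formed by the decarboxylase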
Bfl-1 inhibitors – Bfl-1 inhibitors, primary screen, biochemical, fluorescence polarization, FITC-Bid, mouse (AID 432); one-dose displacement, % at 20 µM; IC50 in µM for titrated hits; Bcl-2-related protein A1 (Mus musculus); FITC-Bid BH3 peptide fluorescence polarization displacement; higher % means a stronger effect; 0.02% of 64,000 active; in the data active = a potency from the dose series; inactive = the rest, 99 in 100 with displacement below about 15%; note: strong numbers were not always called active
PMK inhibit – S. pneumoniae PMK inhibitors, primary screen, biochemical, mevalonate pathway, pilot trial included; phosphomevalonate kinase (Streptococcus pneumoniae D39); AID 539, 2006; 0.49% of 65,000 active; inhibition, % at 10 µM; purified PMK, PK/LDH-coupled NADH absorbance 340 nm;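 active = top-ranked compounds by inhibition in the single 10 µM screen, taking a fixed number of the strongest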;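 note: 0% = full reaction with DMSO carrier and 100% = background rate without enzyme reaction; no value below 0 was filed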
MK inhibit – S. pneumoniae MK inhibitors, primary screen, biochemical, PK/LDH-coupled NADH absorbance; purified MK, PK/LDH-coupled NADH absorbance 340 nm; inhibition, % at 10 µM; 0.48% of 65,000 active; mevalonate kinase [Streptococcus pneumoniae D39]; AID 555, 2006;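 active = ranked among the strongest by inhibition in the single 10 µM screen, a fixed top-ranked set picked for dose follow-up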; note: no value below 0 was filed
HPDE-C7 cytotoxicity – cytotoxicity in HPDE-C7 cells, cell-based, fluorescence, HTS (AID 430); cytotoxicity, % at 10 µM; hits with a dose series show EC50 in µM; 1.8% of 63,000 active; HPDE-C7 pancreatic duct cells viability, fluorescence; higher % means a stronger effect;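 note: cells exposed to compound for 48 hours before viability readout; 0% = vehicle and 100% = reference cytotoxic drug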
PMK inhibit pilot replicates – further read-out of PMK inhibit, marked with its call; inhibition, %; measured here: pilot screen replicates
MK inhibit pilot replicates – recorded beside MK inhibit, whose call it bears; inhibition, %; measured here: pilot screen replicates
DPM-DC inhibit pilot screen % – recorded beside DPM-DC inhibit, whose call it bears; inhibition, %; measured here: pilot screen trials
Starred values were filed as active, the others as inactive; i = inactive; · = not tested or not shown. Cut-off read from the data, not from the text of the source, unless noted: active = cytotoxicity above about 50%; inactive = the rest.

SMILES	LYP inhibition	HT1080 cytotoxicity	Alkaline phosphatase	KRASV12 cytotoxicity	DPM-DC inhibit	Bfl-1 inhibitors	PMK inhibit	MK inhibit	HPDE-C7 cytotoxicity	others
CCCCn1c(=O)[nH]c(=O)c2c1nc(-c1ccc(C#N)cc1)n2C1CCCC1	6%	3%	-5%	-1%	·	-5%	17	0	-7%
O=C(Cc1cccs1)Nc1nc2ccccc2s1	5%	4%	-6%	2%	i	-2%	7	7	0%
CC(=O)Nc1ccc(S(=O)(=O)NCCc2ccccc2)cc1	5%	-3%	14%	-6%	i	-3%	0	4	1%
Cc1cc(N2CCN(C(=O)OC(C)(C)C)CC2)n2ncnc2n1	·	6%	10%	4%	i	1%	6	3	2%
CC(=O)N1CN(CCCn2ccnc2)Cc2c1sc1c2CCCC1	-4%	16%	15%	9%	i	-8%	9	0	-1%
Cc1cc(C)n2nc(C(=O)NCc3ccccc3)cc2n1	·	3%	-3%	-23%	i	-2%	10	2	-11%
Nc1nc2c(c3c1c(=O)oc1ccccc13)CCCCC2	9%	-1%	7%	-1%	·	-5%	12	4	4%
CN(C)c1cccc(NC(=O)Cc2ccc(F)cc2)c1	2%	11%	13%	3%	i	3%	4	5	-1%
CCC(CC)C(=O)NCc1ccc2c(c1)cc(C)n2C	·	-2%	·	·	i	·	5	0	·
Cc1ccc(NC2=NC(c3ccc(C)cc3)n3c(nc(C)cc3=O)N2)cc1 (stereo not given)	·	0%	6%	-10%	i	-4%	7	5	-17%
O=C1[C@@H]2C(c3ccccc3Cl)=NO[C@@H]2C(=O)N1Cc1ccccc1	2%	-6%	7%	0%	i	1%	20	14	4%	PMK inhibit pilot replicates=3.0;MK inhibit pilot replicates=0.0;DPM-DC inhibit pilot screen %=0.0
COC(=O)CNc1nc(-c2ccncc2)nc2ccccc12	·	-5%	13%	11%	i	-6%	14	13	9%
COCc1[nH]nc2c1C(c1c(F)cccc1Cl)C(C#N)=C(N)O2 (stereo not given)	4%	19%	8%	-22%	i	0%	10	7	-19%
O=C1CCC(=O)N1c1nc2n(n1)C(c1ccccc1)C=C(c1ccc(Br)cc1)N2 (stereo not given)	3%	3%	1%	8%	i	-1%	8	0	5%
CS(=O)(=O)Nc1ccccc1C(=O)Nc1cccc(Cl)c1	15%	·	6%	4%	i	-7%	6	9	5%
COc1cc(/C=N/n2c(C)nnc2C)cc(OC)c1OC	5%	31%	12%	-18%	i	-1%	13	0	-3%	PMK inhibit pilot replicates=1.5;MK inhibit pilot replicates=0.0;DPM-DC inhibit pilot screen %=3.5
COc1ccccc1CNC(=O)CCNC(=O)Cn1cnc2ccccc2c1=O	-2%	-1%	4%	-25%	i	-1%	0	0	-22%
CCCCCCn1c(CN2CCCC(C)C2)nc2c1c(=O)n(C)c(=O)n2C (stereo not given)	0%	-5%	5%	-13%	i	-4%	13	3	-14%	PMK inhibit pilot replicates=1.0;MK inhibit pilot replicates=1.0;DPM-DC inhibit pilot screen %=0.0
CCN(CC)c1ccc(-c2nn3c(-c4n[nH]c5c4CCC5)nnc3s2)cc1	-5%	55%*	-15%	1.1µM*	i	-1%	9	3	0.75µM*
COc1cccc(NC(=O)N(Cc2cc3cc(C)cc(C)c3[nH]c2=O)CC2COCCO2)c1 (stereo not given)	7%	-7%	14%	16%	i	-3%	0	9	2%
CC(C)CNC(=O)c1c(N)n(/N=C/c2ccccn2)c2nc3ccccc3nc12	-3%	-2%	22%	2%	i	31%	2	7	15%	PMK inhibit pilot replicates=5.5;MK inhibit pilot replicates=0.0;DPM-DC inhibit pilot screen %=0.5
Cc1ccccc1N=C1NC(=O)CS1	4%	8%	4%	-25%	i	2%	10	5	-24%
Cc1cc(C)c2c(n1)nn1c(N3CCN(Cc4ccccc4)CC3)cc(C)nc21	13%	-39%	-2%	-6%	·	4%	7	8	-3%
Cc1nnc(NCc2ccncc2)c2ccccc12	·	-2%	-1%	-16%	i	-2%	12	1	-8%
COc1cc(OC)c(C2C(C#N)=C(N)OC3=C2C(=O)CC(C)(C)C3)cc1OC (stereo not given)	-1%	4%	12%	1%	i	2%	2	0	5%	PMK inhibit pilot replicates=2.0;MK inhibit pilot replicates=0.0;DPM-DC inhibit pilot screen %=2.0

Of the compounds above, four have an NH in an aromatic ring:
SMILES	LYP inhibition	HT1080 cytotoxicity	Alkaline phosphatase	KRASV12 cytotoxicity	DPM-DC inhibit	Bfl-1 inhibitors	PMK inhibit	MK inhibit	HPDE-C7 cytotoxicity	others
CCCCn1c(=O)[nH]c(=O)c2c1nc(-c1ccc(C#N)cc1)n2C1CCCC1	6%	3%	-5%	-1%	·	-5%	17	0	-7%
COCc1[nH]nc2c1C(c1c(F)cccc1Cl)C(C#N)=C(N)O2 (stereo not given)	4%	19%	8%	-22%	i	0%	10	7	-19%
CCN(CC)c1ccc(-c2nn3c(-c4n[nH]c5c4CCC5)nnc3s2)cc1	-5%	55%*	-15%	1.1µM*	i	-1%	9	3	0.75µM*
COc1cccc(NC(=O)N(Cc2cc3cc(C)cc(C)c3[nH]c2=O)CC2COCCO2)c1 (stereo not given)	7%	-7%	14%	16%	i	-3%	0	9	2%

(list continues)
SMILES	LYP inhibition	HT1080 cytotoxicity	Alkaline phosphatase	KRASV12 cytotoxicity	DPM-DC inhibit	Bfl-1 inhibitors	PMK inhibit	MK inhibit	HPDE-C7 cytotoxicity	others
O=c1c2c([nH]c3ccccc13)CCCCCC2	·	7%	8%	3%	i	7%	8	8	-4%
COc1ccc(Nc2nc3ccccc3nc2C)cc1	13%	0%	11%	20%	i	-4%	0	5	11%
O=C(N1CCN(c2ccc(F)cc2)CC1)C12CC3CC(CC(C3)C1)C2	·	-6%	8%	-9%	i	-3%	9	6	-15%
O=C(Nc1nc(-c2nc3ccccc3s2)cs1)C1CC1	8%	-7%	8%	-9%	i	-2%	3	2	2%
CCN(CC)C(=O)C1CCC(C)(C(=O)O)C1(C)C (stereo not given)	6%	22%	2%	-7%	i	-3%	13	11	0%
Cc1nc(NCCN2CCOCC2)c2nnn(Cc3ccccc3Cl)c2n1	8%	21%	-4%	0%	i	-9%	8	0	-8%
O=C(CCN1C(=O)c2ccccc2C1=O)Nc1ccc(F)cc1F	19%	·	-1%	-4%	i	-1%	10	9	-2%
CCC(=O)Nc1ccc(OC)cc1OC	7%	-3%	12%	-5%	i	-6%	6	10	-1%
COc1ccc(-n2cnnc2SCC(=O)N(C)C2CCS(=O)(=O)C2)cc1 (stereo not given)	-12%	13%	7%	4%	i	-3%	16	2	-3%
CCn1c(-c2ccc(OC)c(OC)c2)n[nH]c1=S	-2%	0%	11%	2%	i	-4%	8	9	-8%
O=C(CCNc1cccc(Cl)c1)c1ccco1	0%	·	8%	7%	i	3%	6	10	4%
COc1cc2c(cc1OC)C(c1cc(OC)c(OC)c(OC)c1)NCC2 (stereo not given)	3%	0%	13%	7%	i	-3%	4	5	5%	PMK inhibit pilot replicates=4.0;MK inhibit pilot replicates=0.0;DPM-DC inhibit pilot screen %=0.0
Oc1ccccc1-c1nnc(COc2ccc(Cl)cc2Cl)o1	-4%	·	20%	30%	i	-5%	17	9	36%	PMK inhibit pilot replicates=5.5;MK inhibit pilot replicates=1.5;DPM-DC inhibit pilot screen %=1.5
CCN1CCN(S(=O)(=O)c2ccc(OC)c(Br)c2)CC1	12%	5%	12%	-28%	i	-5%	7	3	-16%
O=C(Nc1cccnc1)c1cnc2ccccc2n1	19%	16%	4%	7%	i	-6%	7	15	18%
CC1CCCCC1N=CC1=C(O)CC(C)(C)CC1=O (stereo not given)	11%	4%	10%	2%	i	-11%	0	4	0%
CCCCn1c(SCC(=O)NC(=O)NCc2ccco2)nc2cc(S(N)(=O)=O)ccc21	8%	2%	1%	-6%	i	-4%	7	1	-6%
Cc1cccc2cc(=O)[nH]c(C)c12	5%	5%	7%	-1%	i	-4%	15	1	-3%
Cn1cccc1Cc1nnc(SCC(=O)N2CCN(c3ccccc3)CC2)n1-c1ccc(F)cc1	·	-5%	6%	-1%	i	-5%	8	6	7%
c1ccc(Cn2nnc3c(N4CCc5ccccc5C4)ncnc32)cc1	·	-4%	6%	10%	i	-8%	10	5	6%
COc1ccc(CCNC(=O)CSc2nnc(-c3cccc(F)c3)o2)cc1OC	10%	-1%	6%	-10%	i	-2%	11	3	-23%
COc1ccccc1C(=O)n1nc(-c2ccco2)nc1N	1%	2%	2%	0%	i	-2%	3	3	2%
Cc1ccc(Cn2ncc3c(N4CCCC4)ncnc32)cc1	3%	-6%	13%	12%	i	-1%	4	8	11%
CC(=O)Nc1nc2c(c3c1c(=O)oc1ccccc13)CCCCC2	·	4%	3%	-4%	i	-9%	0	8	-7%
CC(=O)c1cccc(NC(=O)N2CCCC2C(=O)NCc2ccc(C)cc2)c1 (stereo not given)	8%	-4%	12%	7%	i	-6%	6	6	2%	PMK inhibit pilot replicates=3.0;MK inhibit pilot replicates=1.0;DPM-DC inhibit pilot screen %=0.0
Cc1ccc(-c2nnc(SCC(=O)Nc3ccc4c(c3)OCCO4)n2N)cc1	14%	-3%	11%	2%	i	2%	0	8	6%
O=C(Nc1ccc(-c2noc(COc3ccccc3Cl)n2)cc1)c1ccco1	7%	2%	13%	3%	i	-3%	32*	3	-1%

Arranged by heavy-atom count (high to low): part of the list above.
SMILES	LYP inhibition	HT1080 cytotoxicity	Alkaline phosphatase	KRASV12 cytotoxicity	DPM-DC inhibit	Bfl-1 inhibitors	PMK inhibit	MK inhibit	HPDE-C7 cytotoxicity	others
Cc1nc(NCCN2CCOCC2)c2nnn(Cc3ccccc3Cl)c2n1	8%	21%	-4%	0%	i	-9%	8	0	-8%
O=C(N1CCN(c2ccc(F)cc2)CC1)C12CC3CC(CC(C3)C1)C2	·	-6%	8%	-9%	i	-3%	9	6	-15%
COc1ccc(Nc2nc3ccccc3nc2C)cc1	13%	0%	11%	20%	i	-4%	0	5	11%

Compound activity as filed in PubChem BioAssay.
